Compound activity as filed in PubChem BioAssay.
p-CIP stab down – lowers stability of the mouse p/CIP coactivator protein; Q05BA5; F442A p/CIP-EGFP cells, EGFP fluorescence, 16 h; decrease of EGFP signal, % at 10 µM; actives 0.01% (n = 290,000); AID 1984;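 active = EGFP signal decrease of at least 30% at 10 µM or well 3 SD below plate mean, unless failing retest; inactive = the rest, including hits failing retest or dose response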; note: some compounds called inactive have numbers as strong as hits; many of its hits are not listed in these tables
UBC9 SUMO inh – inhibitors of human SUMOylation (UBC9); HTRF SUMOylation assay, SAE1/SAE2 + UBC9, in vitro; inhibition, % at 35 µM; actives 0.36% (n = 290,000); P63279; AID 2006; in the data active = inhibition above about 50%, passing the limit was not always enough; note: strong numbers were not always called active
Target sequence (P63279 whole entry, looked up): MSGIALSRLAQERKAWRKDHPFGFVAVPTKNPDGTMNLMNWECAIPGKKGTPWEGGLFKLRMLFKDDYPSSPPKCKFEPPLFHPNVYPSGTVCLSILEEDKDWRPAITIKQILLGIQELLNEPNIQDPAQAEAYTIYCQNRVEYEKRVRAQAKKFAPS
MEKK3 PB1 HTS – MEKK3-MEK5 PB1 interaction, increase or decrease | Q99759 | bead-based flow cytometry, Alexa488-MEK5 binding to MEKK3; actives lie on both sides; 0 = blocked by unlabeled MEK5, 100 = vehicle | binding response (% of control), % at 10 µM | actives 1.4% (n = 290,000) | AID 1529;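 active = binding response more than 3 SD above or below the average of its plate-row segment, actives on both sides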;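 note: Alexa488 bead fluorescence after subtracting the streptavidin-only scavenger bead signal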
Target sequence (Q99759 whole entry, looked up): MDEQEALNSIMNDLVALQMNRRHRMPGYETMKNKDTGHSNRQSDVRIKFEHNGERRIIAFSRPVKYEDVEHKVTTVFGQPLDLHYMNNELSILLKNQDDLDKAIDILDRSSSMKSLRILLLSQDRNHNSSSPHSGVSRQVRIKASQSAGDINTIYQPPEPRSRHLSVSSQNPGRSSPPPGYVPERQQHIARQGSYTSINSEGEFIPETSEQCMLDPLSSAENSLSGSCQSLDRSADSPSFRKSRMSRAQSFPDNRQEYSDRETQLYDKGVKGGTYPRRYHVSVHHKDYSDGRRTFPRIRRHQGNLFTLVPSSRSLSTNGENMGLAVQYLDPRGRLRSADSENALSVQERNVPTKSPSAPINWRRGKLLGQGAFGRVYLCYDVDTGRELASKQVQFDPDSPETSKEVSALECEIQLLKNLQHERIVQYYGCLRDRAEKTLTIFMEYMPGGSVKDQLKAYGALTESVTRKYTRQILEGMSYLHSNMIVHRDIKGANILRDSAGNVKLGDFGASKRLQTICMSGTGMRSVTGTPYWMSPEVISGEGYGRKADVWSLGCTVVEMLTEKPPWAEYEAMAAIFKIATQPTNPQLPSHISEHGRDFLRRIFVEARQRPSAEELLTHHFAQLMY
NS3 helicase inh – inhibitors of Hepatitis C virus NS3 helicase; NS3 helicase DNA unwinding, Cy5 molecular beacon fluorescence; inhibition, % at 10.9 µM; actives 0.56% (n = 290,000); AID 1800;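 active = inhibition above the mean of all tested compounds plus 3 SD, set per campaign, cut at about 35% in these data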;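 note: 0% = DMSO wells and 100% = thioflavine S control wells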
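Material: hepatitis C virus NS3 helicase domain fragment enzyme; measured by: Cy5 fluorescence, 0 and 60 min reads; control set: DMSO and thioflavine S; incubation: 60 min unwinding reaction at 25 °C after ATP addition; read-out basis: % inhibition from 60/0 min fluorescence ratio, DMSO 0%, thioflavine S 100%; repeats: singlicate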
VIM-2 inhibitor – inhibitors of Pseudomonas aeruginosa VIM-2 metallo-beta-lactamase; AID 1527; inhibition, % at 5.6 µM; purified VIM-2, nitrocefin hydrolysis, epi-absorbance fluorescence; actives 0.89% (n = 290,000);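 active = inhibition above the mean of all tested compounds plus 3 SD, cutoff set per screening run, cut at about 7.5% in these data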;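 note: red hydrolysis product quenches plate fluorescence so inhibitors raise well fluorescence; 0% = enzyme with DMSO and 100% = DMSO without enzyme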
DNA FID counter – counter-screen for HCV NS3 helicase inhibitors: DNA intercalator displacement; actives 0.17% (n = 290,000); AID 1845; DNA fluorescent intercalator displacement, fluorescence; inhibition, % at 7.9 µM; in the data active = inhibition above about 37%;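 note: 0% = vehicle and 100% = reference compound; higher means more ethidium bromide displaced from hairpin DNA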
PHOSPHO1 inh – blocks human PHOSPHO1 phosphatase activity | Q8TCT1 | recombinant PHOSPHO1, absorbance phosphatase assay | inhibition, % at 13.3 µM | actives 1.1% (n = 290,000) | AID 1565; in the data active = inhibition above about 60%
Target sequence (Q8TCT1 whole entry, looked up): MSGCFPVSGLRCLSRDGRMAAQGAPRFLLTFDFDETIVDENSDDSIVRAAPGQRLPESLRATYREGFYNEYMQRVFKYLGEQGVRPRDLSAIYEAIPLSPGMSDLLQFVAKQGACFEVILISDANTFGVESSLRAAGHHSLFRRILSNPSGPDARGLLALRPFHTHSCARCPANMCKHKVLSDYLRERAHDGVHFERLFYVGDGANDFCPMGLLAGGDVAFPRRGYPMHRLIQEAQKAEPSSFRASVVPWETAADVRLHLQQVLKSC
IDE act – activators of human insulin-degrading enzyme in cells | P14735 | HEK cells, FAbeta-B cleavage, fluorescence polarization; 0% vehicle, 100% cell-free pure enzyme wells | activation, % at 5.96 µM | actives 0.073% (n = 340,000) | AID 493087;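 active = activation above the mean of all tested compounds plus 3 SD, set per screening campaign, cut at about 17% in these data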
IMP-1 inhibitor – blocks Pseudomonas aeruginosa IMP-1 metallo-beta-lactamase; purified IMP-1, nitrocefin hydrolysis, epi-absorbance fluorescence; inhibition, % at 5.6 µM; actives 0.45% (n = 290,000); AID 1556;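 active = inhibition above the mean plus 3 SD of all compounds in the same screening run, cut at about 4.5% in these data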;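 note: 0% = IMP-1 with DMSO and 100% = DMSO wells lacking enzyme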
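System: Purified recombinant IMP-1 metallo-beta-lactamase enzyme | Measured by: Fluorescence quenching readout, ex 480/em 530 nm | Replication: Singlicate | Incubation: 15 min preincubation plus 25 min reaction at 25 °C | Evaluation: Percent inhibition from optical density relative to buffer-blank wells | Benchmarks: DMSO with and without IMP-1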
* hit, by the source's call; x = no result given; [ ] = dose if it differs, or a comment. Not all compounds are listed, so the mix of outcomes need not match the whole.

SMILES	p-CIP stab down	UBC9 SUMO inh	MEKK3 PB1 HTS	NS3 helicase inh	VIM-2 inhibitor	DNA FID counter	PHOSPHO1 inh	IDE act	IMP-1 inhibitor
COc1ccc(-c2ncncc2-c2ccccc2)c(O)c1	-13	-2	102	-12	2.0	-10	36	-2	-1.8
COc1ccccc1CSc1ncc(-c2ccc([N+](=O)[O-])cc2)[nH]1	2	2	105	-9	-6.1	10	7	3	-5.2
COc1ccc(CC(=O)c2ccccc2C(=O)O)cc1	-27	5	97	3	-2.2	4	-28	-6	-1.4
COc1ccc(S(=O)(=O)N2CCC(C(=O)NCCCN3CCOCC3)CC2)cc1	7	6	98	-3	-1.0	3	2	3	-1.4
CCn1c(O)c(C=Nc2ccccc2)sc1=O	-8	-1	94	1	1.0	2	24	0	1.2
COc1cc(C(=O)OCC(=O)NCCCc2ccccc2)ccc1OCC(C)C	-21	-8	100	0	-4.9	-45	30	0	-2.8
CC1(C)C(C=C(Cl)Cl)C1C(=O)N/N=C/c1ccccc1F (stereo not given)	-1	1	102	-9	1.0	-14	35	2	1.5
O=C(CSc1ccccc1[N+](=O)[O-])NC1CCS(=O)(=O)C1 (stereo not given)	-1	-14	106	11	-1.2	-4	2	7	-4.6
O=S(=O)(c1ccc(F)cc1)n1ccc(-c2cccc(OCc3c(F)cccc3Cl)c2)n1	-12	-18	2.0*[inhibitor]	5	-0.9	-3	32	-1	-1.3
CCc1ccc(C2C(C#N)=C(N)N(N3CCOCC3)C3=C2C(=O)CC(C)(C)C3)s1 (stereo not given)	2	25	96	21	-0.1	-4	-7	3	-0.1
Cn1cc(Cl)c(C(=O)N2CCN(c3ncccn3)CC2)n1	-7	6	98	4	-4.4	-1	-8	3	-1.6
COc1ccc(NC(=O)C2CCCN(c3cc(C)nc4ncnn34)C2)cc1 (stereo not given)	-4	-5	102	4	-1.1	-8	36	7	-0.2
CC1=C(C(N)=O)C(c2cccnc2)n2nc(-c3cccc(Cl)c3)nc2N1 (stereo not given)	13	-23	101	-8	-0.4	3	21	-1	0.4
O=C(N/N=C/c1c[nH]c2ccccc12)c1sc2ccccc2c1Cl	6	-27	101	2	-1.1	1	-3	2	0.7
Clc1ccc(-c2cc(-c3ccccn3)on2)c(Cl)c1	-4	7	99	0	-1.0	-5	24	1	-3.0
Cc1csc(N/N=C/c2ccc(O)c([N+](=O)[O-])c2)n1	-7	8	102	2	-4.3	0	93*	1	-3.7
CC1CN(CCCCOc2ccc(C(C)C)cc2)CC(C)O1 (stereo not given)	2	-5	2.0*[inhibitor]	4	-2.7	5	8	-4	0.6
CCOC(=O)c1cccc(NC(=O)c2cc(C)nn2-c2ccccc2)c1	-13	6	103	-6	-1.6	-31	42	-5	-2.5
CS/C(=N\S(=O)(=O)c1cccs1)Nc1cccc(Cl)c1C	6	6	97	-3	-3.5	-13	-11	1	-1.9
CC(C)CC(OC(=O)c1cccs1)C(=O)NCC1CCCO1 (stereo not given)	-8	7	91	2	-2.6	-5	3	6	-2.5
Cc1ccccc1CNC(=O)c1ccccc1N	-6	28	103	1	-3.7	-2	0	1	-1.3
CC1(C)CC(=O)C2=C(C1)N(C1CCCCC1)C(=O)C2(O)C(F)(F)F (stereo not given)	-15	-14	101	-5	-2.7	-17	-5	-5	-3.5
CCOc1ccc(S(=O)(=O)N2CCCC(C(=O)NCc3ccncc3)C2)cc1 (stereo not given)	-21	3	100	-8	-3.6	-15	36	-2	0.4
CCCCNC(=O)Cc1c(O)c2ccccc2[nH]c1=O	5	6	103	9	-0.3	2	7	2	-1.9
CSc1nc(C)nc(C2CC2)c1C#N	-20	12	103	-1	-1.3	-1	42	x	-0.9
N#CCC(=O)N/N=C/c1ccc(SCC(=O)Nc2ccccc2)o1	0	2	100	17	-3.7	-14	-54	-3	-3.1
CC1=CCC2C(=O)N(c3cccc(C(=O)N(C)C4CCCCC4)c3)C(=O)C2C1 (stereo not given)	8	-20	94	17	-3.0	-30	1	-4	-1.3
O=C(/C=C/c1ccco1)NCc1ccco1	-2	12	101	30	-2.9	-7	19	x	-2.6
O=C(NCCCN1CCOCC1)c1ccc(CS(=O)(=O)Cc2ccc(Cl)cc2)o1	2	3	94	0	-1.6	8	-17	-1	-1.2
Cc1cc(C)cc(NC(=S)Nc2ccc(Cl)c(Cl)c2)c1	-2	3	108	1	0.0	-1	32	0	-1.4
CC(=O)NCc1ccc(S(=O)(=O)N2CCCN(C)CC2)cc1	4	12	101	-16	-0.9	-5	16	0	0.0
C/C(=C\c1cc(C(=O)O)c(C)o1)CO	-1	6	98	-5	-3.4	6	21	4	-2.5
Cc1ccc(NC(=O)C2CCN(C(=O)NC3CCCCC3)CC2)cc1	8	-21	98	3	-1.2	-8	-6	3	-0.1
Cc1ccccc1-n1c(SCC(=O)c2c(N)n(C)c(=O)n(C)c2=O)nc2sc3c(c2c1=O)CCCC3	-12	3	90	-2	4.5	1	-29	4	1.8
CN(CC(=O)Nc1sc2c(c1C#N)CCCCC2)Cc1nc2ccccc2c(=O)[nH]1	1	-3	98	4	-3.8	-7	8	3	-3.2
Cc1cccc(C2c3[nH]c4ccccc4c3CCN2Cc2ccc(C)s2)n1 (stereo not given)	-4	-8	105	2	-2.8	-3	37	4	-1.9
CCN(CC(=O)Nc1cccc(OC)c1)C(=O)c1ccncc1	-13	13	103	4	-1.2	-5	22	6	-2.3
Cc1ccc(/C=C2\SC(=S)N(CCC(=O)NNC(=O)c3ccc(O)cc3)C2=O)cc1	1	19	98	-2	-2.8	-12	40	-3	-2.5
Cc1cc(C)nc(SC2CC(=O)N(c3ccc(Br)cc3)C2=O)n1 (stereo not given)	-1	9	105	5	2.9	-20	x	-7	-1.8
O=C(CN1C(=O)/C(=C\c2ccc(F)cc2)Oc2ccccc21)NCc1ccco1	-3	38	106	6	-2.7	-11	-6	2	-3.5
Cc1ccc2c(c1)N(CC(=O)Nc1ncccc1C)C(=O)C(C(C)C)O2 (stereo not given)	7	0	103	11	-0.7	-22	25	0	-0.6
COc1cc(NC(=O)COC(=O)c2ccccc2F)cc(OC)c1	-4	3	101	4	-3.0	-2	9	2	-3.0
CCN(CC)CCN(C(=O)c1ccc(C(C)=O)cc1)c1nc2ccc(Cl)cc2s1	-14	-4	106	3	-2.3	6	15	0	-2.2
COc1ccc(-c2cc(C(=O)NCc3ccco3)c3ccccc3n2)cc1	4	21	59	20	1.2	-11	x	6	1.3
CC1CCN(S(=O)(=O)c2ccc(S(=O)(=O)NCc3cccnc3)cc2)CC1	-13	-6	101	15	-2.4	-4	50	5	-3.9
Cc1ncc(C[n+]2csc(CCOC(=O)CC3C4CC5CC(C4)CC3C5)c2C)c(N)n1 (stereo not given)	-8	-19	100	-26	-0.8	9	-2	0	1.9
Cc1ccc(OCC(=O)N2CCN(C(=O)Cc3ccccc3)CC2)cc1	5	13	101	0	-1.5	-21	11	3	-3.5
Cc1cccc(OCCc2c(C)[nH]c(=S)[nH]c2=O)c1	5	8	104	-1	-3.1	-5	-7	2	-3.1
Cc1ccc(C2=[N+]([O-])C3(CCCCC/C3=N\NC(N)=O)N(O)C2(C)C)o1 (stereo not given)	7	4	x	17	-5.8	-11	11	6	-3.7
CN(Cc1ccccc1Cl)C(=O)C1CCC(=O)N(CCc2cccc(F)c2)C1 (stereo not given)	-9	0	102	-3	-1.6	-42	31	5	-1.5

(listing goes on)
SMILES	p-CIP stab down	UBC9 SUMO inh	MEKK3 PB1 HTS	NS3 helicase inh	VIM-2 inhibitor	DNA FID counter	PHOSPHO1 inh	IDE act	IMP-1 inhibitor
COc1cccc(C(=O)OCC(=O)NC(C)CCc2ccccc2)c1O (stereo not given)	3	11	93	1	-2.1	-31	23	-1	-0.8
COP(=O)(OC)c1nc(-c2cccc3ccccc23)oc1NCc1ccccc1	-3	23	91	-6	-0.3	-19	-9	-2	-3.9
CCCc1cc(=O)[nH]c(SCC(=O)Nc2nc(-c3ccccc3)cs2)n1	10	17	108	-4	-1.1	-12	12	-2	-1.2
COc1ccc(S(=O)(=O)Nc2cc(C)on2)cc1	2	14	96	16	-3.6	-3	14	0	-4.3
CSc1nc2ccc(NC(=O)CSc3nnc(N)s3)cc2s1	-3	10	96	1	-4.3	-2	10	1	-3.7
Oc1c(C=Nc2ccccc2Cl)[nH]c2ccccc12	-15	21	96	7	-1.6	0	63*	3	-4.3
CCCCC(CC)C(=O)NCc1ccccc1OC (stereo not given)	6	5	105	-3	-1.7	-6	1	-1	-3.3
COc1ccccc1NC(=O)c1ccc(NC(=O)C2COc3ccccc3O2)cc1 (stereo not given)	-9	4	97	-4	-2.6	-30	31	6	-2.4
N#Cc1c(-c2ccccc2)nc(SCc2cccc(C(F)(F)F)c2)[nH]c1=O	-9	42	96	9	-3.2	17	x	-1	-2.9
Cc1cc(C)nc(NS(=O)(=O)c2ccc(NS(=O)(=O)c3ccc(C#N)cc3)cc2)n1	-4	12	99	6	-3.2	-1	18	2	-0.9

Some of the entries so far, with each value named:
Structure: CC1CN(CCCCOc2ccc(C(C)C)cc2)CC(C)O1 (stereo not given)
- p-CIP stab down: 2
- UBC9 SUMO inh: -5
- MEKK3 PB1 HTS: 2.0*[inhibitor]
- NS3 helicase inh: 4
- VIM-2 inhibitor: -2.7
- DNA FID counter: 5
- PHOSPHO1 inh: 8
- IDE act: -4
- IMP-1 inhibitor: 0.6

Structure: CCOC(=O)c1cccc(NC(=O)c2cc(C)nn2-c2ccccc2)c1
- p-CIP stab down: -13
- UBC9 SUMO inh: 6
- MEKK3 PB1 HTS: 103
- NS3 helicase inh: -6
- VIM-2 inhibitor: -1.6
- DNA FID counter: -31
- PHOSPHO1 inh: 42
- IDE act: -5
- IMP-1 inhibitor: -2.5

Structure: CS/C(=N\S(=O)(=O)c1cccs1)Nc1cccc(Cl)c1C
- p-CIP stab down: 6
- UBC9 SUMO inh: 6
- MEKK3 PB1 HTS: 97
- NS3 helicase inh: -3
- VIM-2 inhibitor: -3.5
- DNA FID counter: -13
- PHOSPHO1 inh: -11
- IDE act: 1
- IMP-1 inhibitor: -1.9

The list goes on:
SMILES	p-CIP stab down	UBC9 SUMO inh	MEKK3 PB1 HTS	NS3 helicase inh	VIM-2 inhibitor	DNA FID counter	PHOSPHO1 inh	IDE act	IMP-1 inhibitor
COc1c(Cl)ccc(Cl)c1C(=O)OCC(=O)O	3	21	96	-13	-3.5	3	-8	2	-2.6
O=C(O)c1cccc(N/N=C/c2cccs2)c1	2	11	97	12	2.7	-12	20	-2	0.2
COc1ccc2oc(-c3ccccc3)c(C(=O)O)c2c1	-6	18	102	3	-4.2	-9	33	2	-4.0
CN1CCN(Cc2cn(C)nc2-c2ccccc2F)CC1c1ccccc1 (stereo not given)	-6	17	99	13	0.0	13	18	-6	-0.7
COc1cc(/C=N/NC(N)=O)cc(Br)c1OCc1ccccc1C	3	-13	99	-1	0.4	5	18	3	-1.6
Cc1ccc(C2(C)NC(=O)N(Cc3c(C)noc3C)C2=O)cc1 (stereo not given)	-10	34	94	7	-1.6	5	-3	-2	-2.8
O=C1N=C(N2CCOCC2)SC1=C1CCCCC1	-6	25	99	0	-2.3	-6	30	-1	-1.0
O=C(NNC(=S)Nc1ccccc1)c1cc(Br)ccc1Cl	-11	-114	102	10	-3.6	-10	-111	5	-1.8
